High-throughput results from PubChem.
MsrA act: bovine methionine sulfoxide reductase A activation; activation, % at 10.6 µM; AID 602163; 0.3% of 360,000 active; purified bovine MsrA, absorbance read-out; in the data active means activation above about 7.5%;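 further: 0% = vehicle and 100% = reference activator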
MT1-MMP act inh: MT1-MMP (human) activation inhibition | P50281 | HT1080 RFP-PRO-GFP cells, GFP/RFP ratio fluorescence, overnight; percent of plate control window, DMSO zero | GFP/RFP ratio change, % at 20 µM | 0.061% of 360,000 active | AID 651647;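 active means GFP/RFP ratio change of at least 30% with cell ATP level not reduced by more than half and red fluorescence within 50% of control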; further: strong numbers were not always called active
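Test system: HT1080 RFP-PRO-GFP cells; Benchmarks: DMSO and RFP-L50D-GFP cell wells; Timing: cells overnight before dosing, compound overnight, 37 °C, 5% CO2; Compound: one 20 µM compound dose with 1% DMSO; Read-out: GFP/RFP fluorescence ratio.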
eLon inh: inhibits E. coli Lon protease. P0A9M0. purified E. coli Lon protease, fluorescence polarization. inhibition, % at 7.94 µM. 0.42% of 360,000 active. AID 602123; in the data active means inhibition above about 13%, passing the limit was not always enough;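 further: 0% = enzyme with probe and DMSO and 100% = no enzyme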
Rpn11 block: Rpn11 (human) deubiquitinase inhibition; 0.59% of 360,000 active; O00487; AID 588493; human 26S proteasome, Ub4-pepOG fluorescence polarization; 20S core pre-blocked with epoxomicin; calls only at 20 µM;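 active means inhibition at 20 µM, scaled to each plate's controls, above about 33%, limit read from the data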
MsrA inh: inhibits bovine methionine sulfoxide reductase A | purified bovine MsrA, absorbance read-out | inhibition, % at 15.5 µM | 0.75% of 360,000 active | AID 651718; in the data active means inhibition above about 4.5%;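 further: 0% = vehicle wells with enzyme and 100% = reference inhibitor wells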
CSN inh: CSN deneddylation inhibition; inhibition, % at 12.5 µM; Q92905; Purified CSN, SCF-Nedd8-OG deneddylation, fluorescence polarization; 0.38% of 360,000 active; AID 651999;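 active means pattern-corrected inhibition above about 35%, with an unprinted fluorescence ratio check between 0.5 and 1.5, limit read from the data, passing the limit was not always enough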;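 further: 0% = enzyme with substrate and 100% = substrate without enzyme; some results filed as inactive read as strong as hits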
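Detection – fluorescence polarization · System – HEK293T-derived human Csn5 enzyme · Controls – substrate-only high control, full reaction low control · Timing – 90 min, room temperature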
Rin1 Abl inh: blocks binding of human Rin1 to Abl | P00519+Q13671 | AID 588664 | 0.4% of 360,000 active | TR-FRET Rin1/Abl binding, biochemical | inhibition, % at 7.35 µM; in the data active means inhibition above about 5%, passing the limit was not always enough
MLLE-PAM2 inh: inhibitors of microRNA-mediated deadenylation, human PABP1 MLLE binding; 0.36% of 360,000 active; GST-MLLE / FITC-PAM2 fluorescence polarization; AID 588489; inhibition, % at 20 µM; P11940; in the data active means inhibition above about 35%, passing the limit was not always enough;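 further: plate controls were DMSO wells with GST-MLLE for no effect and wells lacking GST-MLLE protein for full effect; some results filed as inactive read as strong as hits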
FAS TE block: inhibitors of human fatty acid synthase thioesterase domain; P49327; recombinant FAS-TE, OMFH fluorogenic substrate, fluorescence endpoint; inhibition, % at 15 µM; 0.67% of 360,000 active; AID 602261;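 active means compounds whose normalised, plate-corrected inhibition of enzyme fluorescence in the single-dose primary screen is 50% or more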;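 further: 0% = DMSO with enzyme and 100% = substrate without enzyme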
* marks the source's active call; other numbers are inactive results; i = inactive; x = not tested or not shown; + = active, no number; & = joins results of further samples.

SMILES	MsrA act	MT1-MMP act inh	eLon inh	Rpn11 block	MsrA inh	CSN inh	Rin1 Abl inh	MLLE-PAM2 inh	FAS TE block
CCOc1ccc(C2Nc3ccccc3C(CC)(CC)O2)cc1 (stereo not given)	-3	-1	0	i	0.8	-3	-1	13	-4
CC(C)COc1ccc(CNC(=S)Nc2ccccc2)cc1Cl	-1	-4	3	i	-0.5	-4	-1	-28	18
Cc1ccc(-n2nnnc2SCC(=O)Nc2nc(-c3ccc(F)cc3)cs2)cc1C	-1	2	-11	i	0.4	-2	4	-11	-4
CCN(CC)CCSc1nc2ccccc2n1Cc1ccccc1	1	-3	-6	i	0.1	6	6	-4	-3
CC(C)(C)c1nnc(NC(=O)C2c3ccccc3Oc3ccccc32)s1	1	0	-1	i	1.9	0	0	33	21
CC1=NN(C(N)=S)C(=O)C1N=Nc1ccccc1 (stereo not given)	-2	4	4	i	0.4	-4	1	24	-1
CSc1ncccc1C(=O)Nc1ccc(S(=O)(=O)N2CCCC2)cc1	-2	0	-13	i	0.2	-3	0	-8	-5
COc1ccc(OC)c(C(c2nnnn2C(C)(C)C)N2CCc3ccccc3C2)c1 (stereo not given)	0	-5	-8	i	-1.3	-3	1	-3	11
COc1nc(NCCc2ccc(OC)c(OC)c2)nc(OC)n1	-10	-4	-10	i	1.9	-3	3	-11	-6
COC(=O)c1ccccc1NC(=O)COC(=O)c1cccnc1	6	6	-6	i	-0.6	-9	7	9	3
Cc1nc(SCC(=O)N2CCOCC2)c2c(=O)n(C)c(=O)n(CC(C)C)c2n1	5	1	-7	i	-1.0	3	2	5	-4
CN(C[C@H](Cc1ccccc1)N(C[C@H](CC1CCCCC1)N(CCc1ccccc1)N=O)N=O)N=O	-1	0	-9	i	-0.3	-2	1	-1	7
COc1ccc(F)cc1-c1cc(C(=O)NC2CCCCC2)[nH]n1	-2	-3	-8	i	0.2	5	-1	6	0
Cc1ccsc1CN(C)CC(=O)Nc1ccc([N+](=O)[O-])cc1Cl	-5	1	6	i	-1.1	3	3	2	30
Cc1ccccc1-c1nc(CN2CCC(C(=O)NCCCN3CCOCC3)CC2)c(C)o1	-3	7	-1	i	-0.4	-2	0	0	-10
Cc1ccccc1NC(=O)COC(=O)C1CC2CCCC(C1)C2=O (stereo not given)	-2	3	-9	i	-0.5	2	1	-3	-8
Cc1cc(C)c(NC(=O)CSc2nc3ncc(Br)cc3[nH]2)c(C)c1	-6	-5	4	i	0.4	-1	-2	-27	-1
O=C(N/N=C\c1ccc(Sc2ccccn2)o1)c1cccc(F)c1	0	1	7	i	3.9	-1	-7	6	1
COc1nonc1NCn1nc(C)cc1C	-9	2	4	i	-0.1	2	-4	-3	-8
COc1ccc(-c2coc3c(C(=O)NCC4CC4)cccc23)c(C)c1	1	0	-1	i	0.3	-3	-1	1	14
COc1ccc(N2CCN(C(=O)C3CCN(S(=O)(=O)c4ccc5c(c4)oc(=O)n5C)CC3)CC2)cc1	-1	2	4	i	-0.7	1	5	6	-1
CCN(CC(=O)Nc1c(F)cccc1F)C(=O)c1cccc(S(=O)(=O)N(C)c2ccccc2)c1	4	0	-8	i	-0.9	0	0	0	-1
CCOC(=O)c1oc2nc(C(C)C)c3c(c2c1N)CCC3	2	0	2	i	1.6	2	3	-3	2
CCOc1ccc(NC(=O)NNC(=O)c2ccc3ccccc3c2O)cc1	-4	-1	2	i	0.8	-5	-5	-1	-4
CN=c1sc2ccccc2n1CC(O)c1ccccc1 (stereo not given)	-2	2	-1	i	1.5	-4	1	9	-3
CS(=O)(=O)N1CCCC(C(=O)NCc2ccccn2)C1 (stereo not given)	-1	-1	5	i	-0.6	1	-1	0	-7
COc1cc(CO)ccc1OCC(=O)Nc1ccc(Br)cc1	-4	0	-3	i	-0.3	5	1	-3	-2
CC1CN(C2CCN(S(=O)(=O)Cc3ccccc3)CC2)CC(C)O1 (stereo not given)	-3	-2	-1	i	-0.3	4	3	0	-5
O=C1CCCc2ccccc2N1Cc1cccc(Cl)c1	-2	3	-9	i	-0.2	-3	1	18	2
Cc1ccc2cc(C#N)c(N3CCN(C(=O)c4cccs4)CC3)nc2c1	-4	-3	3	i	0.7	6	-4	-7	2
CCN(CC)C(=O)c1ncn(Cc2ccccc2)c1C(=O)N(CC)CC	-5	0	4	i	-0.9	0	3	2	-7
O=C(CN1CCN(c2ccc(O)cc2)CC1)NC(=O)NCc1ccco1	-1	4	3	i	0.2	-3	-2	3	-4
NC(=O)c1ccccc1NC(=O)CS(=O)(=O)Cc1ccccc1	-2	-3	-1	i	-0.3	1	-3	-6	-4
N#CC1(NC(=O)COc2ccc(C(N)=O)cc2)CCCC1	-5	0	10	i	-0.1	-3	1	-12	-7
Cc1nnn(-c2nonc2N)c1C(=O)NNC(=O)c1ccc(Cl)c(Cl)c1	-4	3	2	+	-0.6	-3	-1	4	1
CC1=C(/C=C/C(C)=C/C=C/C(C)=C/C(=O)Nc2ccc(O)cc2)C(C)(C)CCC1	-3&-15	-20&-14	-2&16	i	1.5&1.6	-2&0	1&3	-8&-2	23&15
Cc1cccc(Cc2nnc(NC(=O)c3cccc(S(=O)(=O)N4CCOCC4)c3)s2)c1	1	4	0	i	-0.3	1	1	2	-14
Cc1nc(SCC(=O)c2ccc(F)c(F)c2)[nH]c(=O)c1Oc1ccc(F)cc1	-5	3	6	i	0.3	-1	0	24	2
O=C(N/N=C/c1ccccc1O)NC12CC3CC(CC(C3)C1)C2	-2	6	3	i	2.0	6	4	-2	-45
O=C(CSc1ncc(-c2ccccc2)nn1)NCc1ccco1	-4	1	-7	i	0.7	-1	-4	20	-2
COc1ccc(OC)c(N(CC(=O)N2CCc3ccccc3C2)S(C)(=O)=O)c1	-11	6	4	i	1.5	2	4	-7	-9
CCc1ccc(NS(=O)(=O)c2c(C(=O)N3CCCCCC3)c(C)n(C)c2C)cc1	-2	-3	-5	i	1.1	-2	2	-3	3
Cc1ccc2cccc(OCc3ccccc3)c2n1	-4	1	-1	i	-1.0	-2	-2	-8	-4
O=C(Nc1ccc(S(=O)(=O)Nc2cnc3ccccc3n2)cc1)c1ccc(Cl)c([N+](=O)[O-])c1	-2	1	-5	i	2.9	-1	-3	2	11
Cc1cc(C(=O)NC(Cc2ccccc2)C(=O)O)c(C)o1 (stereo not given)	-16	-5	2	i	-0.7	3	-2	13	-5
CC(=O)Cn1cnc2c(sc3nc(C)cc(C)c32)c1=O	-1	-2	-2	i	-0.9	8	0	4	-4
N#Cc1ccc(Cl)cc1NC(=O)CSc1cccc[n+]1[O-]	0	1	-4	i	0.0	-2	0	-10	-4
Cc1ccc(N2C(=O)C3CC3C2=O)cc1 (stereo not given)	0	-2	-5	i	-0.2	2	0	-1	5

Fetched one by one from the list above, six records:
SMILES	MsrA act	MT1-MMP act inh	eLon inh	Rpn11 block	MsrA inh	CSN inh	Rin1 Abl inh	MLLE-PAM2 inh	FAS TE block
N#Cc1ccc(Cl)cc1NC(=O)CSc1cccc[n+]1[O-]	0	1	-4	i	0.0	-2	0	-10	-4
O=C(N/N=C/c1ccccc1O)NC12CC3CC(CC(C3)C1)C2	-2	6	3	i	2.0	6	4	-2	-45
Cc1cc(C(=O)NC(Cc2ccccc2)C(=O)O)c(C)o1 (stereo not given)	-16	-5	2	i	-0.7	3	-2	13	-5
O=C(Nc1ccc(S(=O)(=O)Nc2cnc3ccccc3n2)cc1)c1ccc(Cl)c([N+](=O)[O-])c1	-2	1	-5	i	2.9	-1	-3	2	11
Cc1nc(SCC(=O)c2ccc(F)c(F)c2)[nH]c(=O)c1Oc1ccc(F)cc1	-5	3	6	i	0.3	-1	0	24	2
Cc1ccc(N2C(=O)C3CC3C2=O)cc1 (stereo not given)	0	-2	-5	i	-0.2	2	0	-1	5

Going on with the list.
SMILES	MsrA act	MT1-MMP act inh	eLon inh	Rpn11 block	MsrA inh	CSN inh	Rin1 Abl inh	MLLE-PAM2 inh	FAS TE block
COC(=O)c1c(C(=O)OC)c(-c2cccc(F)c2)n2c1CS(=O)(=O)C2	-2	1	6	i	0.2	5	1	16	0
COc1ccccc1C(=O)Nc1sc2c(c1C(N)=O)CCCC2	-5	1	1	i	1.1	0	-3	7	-2
O=C(CN(C(=O)c1csnn1)c1ccccc1F)NC1CCCCC1	-3	3	1	i	0.0	0	3	24	-9
COC(=O)C(C)SC1=N/C(=C/c2ccc(-n3cncn3)cc2)C(=O)N1 (stereo not given)	-4	-5	3	i	1.6	0	-2	-135	-4
CCc1ccc(Nc2ncccc2C#N)cc1	-1	-5	0	i	1.9	-4	0	-3	-1
COc1ccc(C(=O)NC2CC2)cc1OC1CCN(Cc2ccc(F)cc2)CC1	-3	-4	-8	i	0.6	0	4	2	-8
N#C/C(=C/C1=C(N2CCOCC2)C(=C/c2ccccc2)/CC1)C(=O)Nc1ccccc1F	-2	8	-65	x	-1.0	58*	5	-95	-6
CC(C)CCn1c(SCCN2CCOCC2)nc2c1c(=O)[nH]c(=O)n2C	-5	-6	-3	i	0.2	-6	1	-6	-4
O=C(NC(c1ccc2c(c1)OCO2)c1ccccn1)C1CCN(CCOc2ccc(Cl)cc2Cl)CC1 (stereo not given)	-2	-3	7	i	-1.2	-1	-1	11	6
Cc1ccnc(NC(=O)CCCc2ccccc2)c1	-4	-13	2	i	-0.7	-10	0	4	-5
O=C(CSc1nnc(C2CC2)n1C1CC1)c1ccc(F)c(F)c1	-3	0	-4	i	0.0	2	0	6	-2
COc1cc(C)c(N(C(C)=O)c2ccccc2)c(C)c1	-1	1	-9	i	-0.9	3	-1	11	-4
COc1ccccc1C(=O)NCCC(=O)N(C)CC(=O)Nc1ccc(Cl)cc1	-2	-2	6	i	-0.1	3	0	9	-6
COC(=O)CSc1nnc(COc2ccc3ccccc3c2)o1	-3	-2	0	i	2.1	6	-2	5	1
Cc1cccc(OCc2nnc(SC(C)C(=O)O)n2-c2ccccc2)c1 (stereo not given)	-13	-4	-4	i	-1.9	2	1	-13	0
CN1C(=O)c2ccccc2C(C(=O)O)C1c1cccc([N+](=O)[O-])c1 (stereo not given)	-3	0	-5	i	0.2	-3	1	-3	-5
CCOc1ccc(NC(=O)CSc2nc(=O)n(CCN3CCOCC3)c3c2CCCC3)cc1	-3	-3	-6	i	1.1	4	0	6	-4
CCCc1cc(=O)n2c([nH]c3ccccc32)c1C#N	-2	-3	-21	i	-0.5	-2	-1	5	-8
COc1cc2c(cc1OC)CN(C(=O)/C=C/c1cccc([N+](=O)[O-])c1)CC2	-1	2	-3	i	-1.1	2	4	6	16
O=C(Nc1ccccc1C(F)(F)F)c1cc2ccccc2o1	-2	-1	-10	i	-0.6	2	0	1	4
Cc1ccsc1/C=N/NC(=O)CSCc1ccc(Cl)cc1	-2	0	-12	i	-0.4	0	-1	5	9
COC1OC(COC(=O)c2ccccc2)C(OC(=O)c2ccccc2)C1OC(=O)c1ccccc1 (stereo not given)	-3	-4	6	i	0.1	1	3	17	24
COc1cccc(OCC(=O)O/N=C(\N)c2ccncc2)c1	-3	-1	-3	i	-1.1	0	-1	8	-4
COc1ccc(C(=O)Nc2ccc(OCC(=O)N3CCOCC3)cc2)c(OC)c1OC	-3	0	-5	i	0.1	-1	-2	-10	-7
CCOc1ccc(/C=N/NC(=O)c2cccc3ccccc23)c(OCC)c1	0	-4	5	i	-0.3	4	0	17	4
O=C(NC1CCCc2ccccc21)c1cc(Cl)ccn1 (stereo not given)	-1	-2	6	i	-1.8	-6	0	-142	6
